# Vif-A3F inh: Vif-A3F binding inhibition; Potency, µM (titrated, usually from 46.1 µM), for inactives: top-dose activity, negative = active; HeLa A3F-eYFP + Vif (tagged APOBEC3F with the HIV-1 protein that degrades it), YFP fluorescence increase; AID 602313; 0.2% of 390,000 active; note: potency is the fitted concentration of half-maximal effect; % of control where 0% means no effect; nearly all actives have a fitted effect of over 65% in size
#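 Fluorescence increase (Ex 488/Em 500-530) after overnight compound treatment at 37 deg C flags inhibition of Vif-driven A3F-eYFP loss in stable HeLa A3F-eYFP/Vif cells seeded overnight beforehand.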
# mIDH1 inhibitor: inhibitors of human mutant IDH1 R132H; O75874; 0.093% of 390,000 active; AID 602179; Potency, µM (highest dose often 76.6 µM), for inactives: top-dose activity change, negative = inhibition, usual class: inhibitors; IDH1-R132H enzyme, NADPH consumption, diaphorase/resazurin fluorescence; note: potency is the fitted concentration of half-maximal effect; % is set by controls: 0 for no effect and ±100 for the full control effect; nearly all actives have a fitted effect of over 65% in size
#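 IDH1-R132H (0.5 ug/mL) preincubated 30 min with compound, then NADPH (0.016 mM) and alpha-KG (2 mM) added; 80 min at RT, pH 7.5. Remaining NADPH coupled via diaphorase/resazurin to fluorescence (540/590 nm); concentration-response curves normalized to no-enzyme control.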
# USP1 inh: inhibitors of human USP1/UAF1 deubiquitinase | O94782 | AID 743255 | Potency, µM (titrated, usually from 57.1 µM), inactives show at the highest dose activity change, negative = inhibition, usual class: inhibitors | recombinant USP1/UAF1, Ub-Rhodamine cleavage fluorescence | 0.23% of 390,000 active; note: potency is the fitted concentration of half-maximal effect; % is set by controls: 0 for no effect and ±100 for the full control effect; nearly all actives have a fitted effect of over 60% in size; inactives centre near -12
#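 High-throughput fluorogenic screen: 1nM USP1/UAF1 complex, Ub-Rho substrate 150nM final, 50mM HEPES pH 7.8 with 0.5mM EDTA, 0.1 mg/ml BSA, 1mM TCEP and 0.01% Tween-20.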
# TrxR1 substrate: is turned over as a substrate by rat TrxR1. O89049. Potency, µM (top dose mostly 114 µM), for inactives: top-dose activity change, negative = substrate turnover. 0.01% of 390,000 active. purified TrxR1 substrate turnover, NADPH consumption readout; note: potency is the fitted concentration of half-maximal effect; % is set by controls: 0 for no effect and ±100 for the full control effect; nearly all actives have a fitted effect of over 50% in size
# Target sequence (O89049 whole entry, looked up): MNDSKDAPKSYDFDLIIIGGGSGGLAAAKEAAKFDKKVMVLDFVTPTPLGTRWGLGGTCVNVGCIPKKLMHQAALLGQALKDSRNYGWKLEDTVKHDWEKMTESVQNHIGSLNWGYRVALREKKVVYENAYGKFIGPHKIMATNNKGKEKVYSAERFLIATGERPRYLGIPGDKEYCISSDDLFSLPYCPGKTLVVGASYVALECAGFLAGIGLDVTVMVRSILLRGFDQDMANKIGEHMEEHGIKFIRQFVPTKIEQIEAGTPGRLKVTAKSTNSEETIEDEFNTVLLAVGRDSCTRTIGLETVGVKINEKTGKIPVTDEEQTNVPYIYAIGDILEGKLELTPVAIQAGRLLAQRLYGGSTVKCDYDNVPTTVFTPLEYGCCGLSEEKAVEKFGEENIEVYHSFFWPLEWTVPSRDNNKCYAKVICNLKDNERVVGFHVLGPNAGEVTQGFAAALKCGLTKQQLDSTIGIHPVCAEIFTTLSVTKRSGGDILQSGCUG
#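 Rat TrxR1, dispensed at 90 nM, was prereduced with 400 uM NADPH (final) for 5 min at ~22 deg C, then incubated with compound 15 min before 400 uM selenite. A first-read NADPH fluorescence drop versus no-compound background flagged substrates.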
# TrxR1 inh: inhibitors of rat thioredoxin reductase 1; O89049; recombinant rTrxR1, NADPH fluorescence consumption, selenite substrate; Potency, µM (titrated, usually from 114 µM), inactives show top-dose activity change, negative = inhibition, usual class: inhibitors; 1% of 390,000 active; note: potency is the fitted concentration of half-maximal effect; % is set by controls: 0 for no effect and ±100 for the full control effect; nearly all actives have a fitted effect of over 65% in size
#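 Rat TrxR1 (90 nM in the dispensed reagent) was pre-reduced with 400 uM NADPH for 5 min at room temperature, then incubated with compound for 15 min. After 400 uM selenite was added, NADPH fluorescence (Ex 340/Em 450 nm) was followed for 8 min.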
# RGS4 inhibitor: blocks human RGS4-accelerated GTP hydrolysis | Potency, µM (highest dose often 114 µM), without a hit: at the highest dose activity change, negative = inhibition, most hits filed as inhibitors | Transcreener GDP fluorescence polarization, RGS4-accelerated GTP hydrolysis | 0.039% of 390,000 active | P49798; note: potency is the fitted concentration of half-maximal effect; % is set by controls: 0 for no effect and ±100 for the full control effect; nearly all actives have a fitted effect of over 75% in size; some results filed as inactive show a strong effect at the top dose
# Target sequence (P49798 whole entry, looked up): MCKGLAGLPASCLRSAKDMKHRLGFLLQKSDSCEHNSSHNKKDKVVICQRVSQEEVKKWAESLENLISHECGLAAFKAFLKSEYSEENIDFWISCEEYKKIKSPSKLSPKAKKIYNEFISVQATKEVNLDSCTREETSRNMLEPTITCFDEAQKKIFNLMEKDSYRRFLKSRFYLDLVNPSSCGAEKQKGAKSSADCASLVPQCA
#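 MLSMR compounds (23 nl, pin-transferred) preincubated 10 min at room temperature with a 500nM (2x) first reagent, then RGS4 at 900nM (2x) plus Transcreener GDP mix added; fluorescence polarization (620/688 nm) read before and after 90 min at 30 °C.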
# Glioma ERSR ind: inducers of ER stress response in human glioma cells | U87-MG GRP78 promoter luciferase reporter, 16 h | Potency, µM, without a hit: at the highest dose activation, hits mostly activators | 0.02% of 420,000 active; note: potency is the fitted concentration of half-maximal effect; series mostly up to about 76 µM; % of control where 0% means no effect; nearly all actives have a fitted effect of over 35% in size
#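 Stably transfected U87-MG human glioma cells carrying a GRP78-based luminescent sensor were seeded at 1000 cells/well, pin-dosed with compounds and incubated 16 h. Luciferase reagent was then added, and end-point luminescence was read after 10 min at room temperature.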
# Vif-A3G inh: inhibitors of Vif-APOBEC3G interaction | HeLa A3G-eYFP + Vif (tagged APOBEC3G with the HIV-1 protein that degrades it), YFP fluorescence, overnight | Potency, µM (titrated, usually from 46.1 µM), for inactives: at the top dose activity, negative = active, most hits filed as inhibitors | Q9HC16 | 0.076% of 410,000 active;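 note: potency is the fitted concentration of half-maximal effect; % is set by controls: 0 for no effect and ±100 for the full control effect; nearly all actives have a fitted effect of over 60% in size; hits raise eYFP signal because A3G escapes Vif-driven loss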
# Target sequence (Q9HC16 whole entry, looked up): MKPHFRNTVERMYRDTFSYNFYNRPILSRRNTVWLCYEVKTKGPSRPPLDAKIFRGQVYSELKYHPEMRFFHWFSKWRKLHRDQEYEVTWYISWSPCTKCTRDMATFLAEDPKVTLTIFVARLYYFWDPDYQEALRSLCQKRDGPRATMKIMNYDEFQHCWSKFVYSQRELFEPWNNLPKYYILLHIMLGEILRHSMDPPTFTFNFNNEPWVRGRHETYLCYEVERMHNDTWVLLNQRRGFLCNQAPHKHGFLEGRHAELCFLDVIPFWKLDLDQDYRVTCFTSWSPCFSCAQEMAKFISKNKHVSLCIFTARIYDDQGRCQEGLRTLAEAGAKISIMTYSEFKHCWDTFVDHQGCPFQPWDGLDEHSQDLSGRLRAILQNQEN
#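 Read-out is eYFP fluorescence (Ex 488/Em 500-530) from Vif-expressing HeLa A3G-eYFP cells; more signal means A3G escaped Vif-mediated degradation. Cells plated overnight, compound pinned in, incubated overnight at 37 deg C.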
# LDHA inh: inhibitors of human lactate dehydrogenase A. P00338. purified LDHA, NADH/diaphorase-resazurin fluorescence; stronger effect = lower value. activity change, % (values are at about 110 or 230 µM). 0.15% of 480,000 active. AID 1347041; in the data active = activity change below about -30%; inconclusive = mostly about -25% to -30%;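 note: plate controls were DMSO wells for no effect and wells without enzyme for full effect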
#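 Enzyme activity of human lactate dehydrogenase 5 (2 nM; 0.06 mM NADH, 0.2 mM pyruvate, 5 min, RT) is measured via a resazurin/diaphorase fluorescence readout of residual NADH.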
# * = called active by the depositor; ? = inconclusive; . = not tested or not shown; & = joins results of further samples; [ ] = dose if it differs, or a comment. Unless noted, calls come from the whole dose curve; as a rule, active = well fitted curve in the direction sought with a large enough effect; inconclusive = small, poorly fitted or top-dose-only effect, or another doubt; inactive = no such curve, though single readings can be large; an effect the other way counts as inactive or inconclusive. Some of the compounds tested, so the mix of outcomes need not match the whole.
SMILES,Vif-A3F inh,mIDH1 inhibitor,USP1 inh,TrxR1 substrate,TrxR1 inh,RGS4 inhibitor,Glioma ERSR ind,Vif-A3G inh,LDHA inh
CC(C)c1ccc(NC(=S)NCc2ccc3c(c2)OCO3)cc1,?,9.2%,?,-11.8%,-13.7%,-20.6%,8.2%,3.8%,-1.1
CC(C)C1N(C(=O)N(C)C)CCN1S(=O)(=O)c1ccccc1 (stereo unspecified),0.1%,-0.6%,-22.3%,4.0%,14.8%,-10.0%,-3.1%,2.2%,-0.1
COc1ccc(-c2nnc(SCc3csc(N)n3)n2C)cc1,-1.3%,1.4%,-13.6%,-4.4%,-11.7%,-5.1%,-0.1%,3.8%,5.2
COc1ccc(-c2csc(N(CCCN(C)C)C(=O)c3ccc(OC)c(OC)c3)n2)cc1,-3.7%,14.8%,-16.5%,.,.,.,-4.1%,1.9%,-0.7
COc1ccc(N(CC(=O)N2CCc3ccccc3C2)S(C)(=O)=O)cc1OC,-0.5%,11.9%,-14.3%,-11.3%,-9.3%,24.6%,-5.0%,0.7%,-7.9
C=CCn1c(=O)[nH]c2nc3cc(N=CN(C)C)c(C)cc3nc2c1=O,-5.6%,3.0%,?,-2.6%,10.5%,-17.6%,3.5%,2.9%,4.8
COc1ccc(CNc2nc(Cl)nc3nc[nH]c23)cc1,.,.,.,3.2%&4.9%,12.4%&6.1%,0.0%&-8.0%,-3.5%&-2.8%,-4.1%&1.0%,-4.8&0.9
CC(C)(C)C(=O)Nc1ccccc1C(=O)N1CCCC1,-3.4%,0.4%,-7.1%,-9.5%,-9.0%,-9.6%[11.4 µM],-1.2%,-6.1%,3.5
O=C(NC1CCCCCC1)C(=S)NCc1ccccc1,-2.0%,8.2%,-17.0%,4.6%[57.1 µM],13.8%[57.1 µM],?,3.5%,-2.0%,-1.7
CCNc1nc(NCC)nc(SCCOc2ccc(C)cc2)n1,-15.5%,3.7%,-24.7%,-12.1%,4.9%,-12.5%,-1.3%,-1.0%,-0.1
Cc1ccc(-c2[nH]c(-c3ccc(C(=O)O)cc3)nc2-c2ccccc2)cc1,8.7%,-3.3%,-9.6%,.,.,16.3%,-2.9%,?,-7.6
CC(N)C12CC3CC(C1)CC(C(C)N)(C3)C2 (stereo unspecified),0.6%,9.9%,-10.7%,-6.4%,-2.8%,7.4%,-4.3%,0.4%,-1.1
O=C(CSc1nc2ccccc2c(=O)[nH]1)Nc1ccc([N+](=O)[O-])cc1,-13.0%,2.7%,?,-17.4%[57.1 µM],-19.6%[57.1 µM],-15.5%,-4.3%,-8.1%,1.7
O=C(NCc1ccco1)C12CC3CC(C1)CC(C(=O)NCc1ccco1)(C3)C2,0.7%,5.2%,-2.5%,0.9%,-12.7%,19.4%,-0.3%,-4.7%,-2.9
CC1CCCC(NC(=O)COC(=O)c2n[nH]c3ccccc23)C1C (stereo unspecified),-5.9%,-9.8%,-17.7%,7.9%,0.7%,14.0%,-1.7%,-1.6%,-9.4
O=C(CC1SC(=NCCc2ccccc2)N(/N=C/c2cccs2)C1=O)Nc1ccc(Cl)cc1 (stereo unspecified),?,-1.0%,-5.5%,-9.9%,16.0%[57.1 µM],-26.4%,4.6%,-2.0%,-11.5
CC(=O)Nc1ccc(S(=O)(=O)NCCS(=O)(=O)N2CCN(c3ccccc3F)CC2)cc1,-1.0%&0.5%,-1.0%&-3.3%,-23.8%&-16.7%,4.2%,13.9%,11.3%[11.4 µM],-5.5%&-1.1%,1.0%&3.1%,0.2&-10.3
CCc1ccc(N/C(=N/c2nc(C)cc(C)n2)NC(C)=O)cc1,-1.9%,-9.2%,-14.4%,1.7%,35.2%,16.3%,-3.7%,5.2%,0.8
CCc1c(C)nc(SCC(=O)Nc2ccc(Br)cc2)[nH]c1=O,-1.3%,-5.5%,-22.1%,-9.2%,-10.4%,10.8%,-4.0%,-0.5%,-6.8
COc1ccc(/C(C)=N/NC(=O)CNC(=O)/C=C/c2ccccc2OC)cc1,8.9%,7.0%,-18.4%,6.2%,12.2%,9.8%,-1.1%,0.7%,-5.6
CC(=O)NC(c1ccc(Cl)cc1)c1ccc2cccnc2c1O (stereo unspecified),-8.9%,-19.3%,8.4%,-2.3%,44.4%[2.29 µM],13.3%,-6.3%,-15.1%,8.2
Cc1cc(=O)n(C(C)Cc2ccccc2)n1C(C)Cc1ccccc1 (stereo unspecified),11.5%,4.3%,-19.4%,-4.9%[11.4 µM],1.0%[11.4 µM],-42.5%,-3.4%,1.8%,-9.4
CCCn1c(=O)c(Cc2ccccc2)c(O)c2ccccc21,0.8%,16.7%,-13.0%,10.8%[57.1 µM],7.2%[57.1 µM],14.2%,-1.4%,0.8%,1.0
Cc1ccc(NC(=O)c2ccc(CSc3nnc(-c4ccncc4)n3C)cc2)c(C)c1,-2.0%,-9.0%,-5.5%,-2.9%,-6.3%,-2.0%,-1.1%,-1.3%,-5.3
CCS(=O)(=O)NC(C)C(c1cccs1)N1CCN(c2ccc(OC)cc2)CC1 (stereo unspecified),4.9%,-5.1%,-10.7%,6.9%[57.1 µM],13.1%[57.1 µM],-18.6%,-1.4%,0.0%,-0.9
CN1CCN(c2nc3ccccc3nc2C(C#N)C(=O)OC2CCCCC2)CC1 (stereo unspecified),1.0%,5.6%,-9.6%,2.1%[57.1 µM],3.1%,16.5%,-7.0%,0.2%,-0.3
O=C(CCn1c(=O)oc2ccccc21)NCCCN1CCCC1=O,-10.1%,4.1%,-8.6%,2.0%[57.1 µM],2.1%[57.1 µM],-2.6%,-4.6%,-6.0%,-3.9
COc1ccc(N2CCN(C(=O)CCCSc3nc4ccccc4[nH]3)CC2)cc1,.,1.2%,-5.3%,1.6%,15.2%,-5.4%,-2.3%,0.5%,1.2
CC1CC(C)CN(C(=O)C2CCN(S(=O)(=O)c3cccs3)CC2)C1 (stereo unspecified),11.7%,12.3%,-7.7%,0.7%,9.6%,-4.8%,-0.9%,0.2%,-7.1
Cc1ccc(C(=O)NCCc2cccs2)cc1,-2.3%,0.4%,-7.9%,-7.4%,-15.6%,10.5%[11.4 µM],-13.0%,3.7%,-2.5

# The closing 3 records of the section above come first, to join the parts:
SMILES,Vif-A3F inh,mIDH1 inhibitor,USP1 inh,TrxR1 substrate,TrxR1 inh,RGS4 inhibitor,Glioma ERSR ind,Vif-A3G inh,LDHA inh
COc1ccc(N2CCN(C(=O)CCCSc3nc4ccccc4[nH]3)CC2)cc1,.,1.2%,-5.3%,1.6%,15.2%,-5.4%,-2.3%,0.5%,1.2
CC1CC(C)CN(C(=O)C2CCN(S(=O)(=O)c3cccs3)CC2)C1 (stereo unspecified),11.7%,12.3%,-7.7%,0.7%,9.6%,-4.8%,-0.9%,0.2%,-7.1
Cc1ccc(C(=O)NCCc2cccs2)cc1,-2.3%,0.4%,-7.9%,-7.4%,-15.6%,10.5%[11.4 µM],-13.0%,3.7%,-2.5
COc1ccc(C(=O)NCCSCc2ccccc2C)cc1,-0.7%,1.2%,-9.5%,-2.4%[57.1 µM],3.1%,30.0%,0.8%,-4.5%,-0.3
CCOC(=O)C(=Cc1ccc(Br)cc1)C(=O)OCC,7.7%,-0.9%,?,-1.4%,25.1µM*,?,-14.6%,?,-3.4
Cc1cccc(-c2nnn(CC/C(N)=N/O)n2)c1,-2.7%,2.3%,-17.2%,-1.0%,-8.3%,9.0%,3.2%,-3.3%,-2.3
COc1ccc(-n2nc(C(=O)NCC(=O)NCCc3ccc(OC)c(OC)c3)c3ccccc3c2=O)cc1Cl,-29.0%,-3.0%,-12.3%,7.2%,15.0%,18.7%,-0.2%,-11.0%,-6.0
COc1ccc(OCc2cc(C(=O)NCC3CCOCC3)no2)c(Cl)c1,2.2%,1.2%,-14.0%,-2.2%,16.2%,-9.3%,3.0%,0.5%,0.2
Cc1cc(C)n2nc3nc(N4CCCCC4)nc(-c4ccco4)c3c2n1,-2.4%,8.3%,-20.8%,3.5%[57.1 µM],10µM*,?,-2.2%,0.8%,3.4
COc1ccc(CN2CCOCC2)cc1,7.1%,4.5%,-13.7%,-10.8%,-6.3%,6.9%,-4.8%,-5.6%,-8.2
CN(C1CCCCC1)S(=O)(=O)c1ccc2c(c1)c(=O)c(C(=O)NCCCN1CCCC1)cn2C,2.0%,-3.2%,-8.1%,9.7%[57.1 µM],7.1%[57.1 µM],16.4%,-0.6%,3.9%,-1.2
O=C(Cc1coc2cc(O)ccc12)N1CCN(S(=O)(=O)c2ccc(Br)cc2)CC1,-1.8%,4.4%,-17.0%,-2.5%,12.4%,2.3%,-3.9%,2.2%,-3.2
Cc1ccc(/C=C/c2nnc(-c3ccccc3)o2)cc1,0.8%,2.0%,9.9%,6.2%,18.8%,-9.3%,2.0%,0.2%,-4.6
CCc1cccc(-n2c(=O)c3cccnc3n2CC(=O)Nc2ccc(F)c(C)c2)c1,2.7%,9.7%,-18.3%,33.0%[57.1 µM],13.8%[57.1 µM],-19.7%,1.3%,-3.3%,-0.7

# Compound activity as filed in PubChem.
